Screens: PubChem, several laboratories
PREPL inh: inhibits the human prolyl oligopeptidase-like enzyme | inhibition, % at 5.96 µM | actives 0.68% (n = 320,000) | Q4J6C6 | recombinant PREPL, fluorescence polarization activity-based probe; in the data active = inhibition above about 43%;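 also: 0% = enzyme with DMSO and 100% = wells lacking enzyme; many of its hits are not listed in these tables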
GASC-1 inh: blocks human GASC-1 demethylase activity; actives 0.069% (n = 330,000); AID 2099; Q9H3R0; GST-JMJD2C(1-420) H3K9me3 demethylation, DELFIA europium; inhibition, % at 2.35 µM;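 active = more than half of a compound's replicate wells show inhibition beyond 50%, single wells judged on their own value; inconclusive = some, but no more than half, of replicates pass 50% inhibition; inactive = no replicate passes 50% inhibition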;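 also: signal counts dimethyl H3K9 product captured on neutravidin plate; 0% = median of DMSO wells and 100% = 0.3 times that DMSO median; strong numbers were not always called active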
CTSL1 counter: counter-screen for PFM18AAP inhibitors: inhibitors of F. hepatica cathepsin L1; recombinant F. hepatica cathepsin L1, Z-Leu-Arg-MCA fluorescence; inhibition, % at 5.96 µM; actives 0.49% (n = 300,000); AID 1906;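 active = inhibition above the mean of all tested compounds plus 3 SD, set per screening campaign, cut at about 17% in these data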;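 also: 0% = plate median of test compound wells and 100% = 1 µM Z-Phe-Ala-diazomethylketone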
PP1 inh: PP1-alpha (human) inhibition in PP5 counter-screen; purified PP1alpha, OMFP fluorescence; inhibition, % at 6.7 µM; actives 0.9% (n = 320,000); AID 2235;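 active = inhibition above the mean inhibition of all tested compounds plus 3 SD, computed separately for each screening campaign, cut at about 15% in these data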
Target sequence (P62136 whole entry, looked up): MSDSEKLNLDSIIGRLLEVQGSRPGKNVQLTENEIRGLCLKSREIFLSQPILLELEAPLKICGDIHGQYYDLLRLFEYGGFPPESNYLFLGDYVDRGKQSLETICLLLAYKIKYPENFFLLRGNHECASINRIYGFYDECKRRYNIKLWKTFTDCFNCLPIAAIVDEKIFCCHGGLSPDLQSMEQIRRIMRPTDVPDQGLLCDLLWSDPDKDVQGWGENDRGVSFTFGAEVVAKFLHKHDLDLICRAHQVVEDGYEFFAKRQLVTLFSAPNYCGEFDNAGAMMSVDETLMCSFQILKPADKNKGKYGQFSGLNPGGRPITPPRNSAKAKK
core dimer inh: blocks dimerization of HCV core protein | TR-FRET GST/Flag-core106 dimerization, 1536-well | inhibition, % at 5 µM | actives 0.33% (n = 300,000) | AID 1899;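 active = inhibition above the mean of all tested compounds plus 3 SD, set per screening campaign, cut at about 45% in these data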
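System: GST/Flag-tagged HCV core106 proteins. Incubation: compound-protein-antibody incubation 4 h at 22.5 °C. Technique: HTRF with 340 nm excitation, 617/671 nm emission. Medium: KF-containing HEPES buffer, pH 7.45, DTT, CHAPS, BSA. Read-out: inhibition (%) from 671 over 617 nm ratio. Also added: Eu(K)-anti-GST 90 ng/mL plus XL665-anti-Flag 1 µg/mL.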
PP5 inh: PP5 (human) phosphatase inhibition; P53041; inhibition, % at 6.7 µM; actives 0.18% (n = 320,000); purified PP5c, OMFP substrate fluorescence;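 active = inhibition above the campaign's mean inhibition across all tested compounds plus 3 SD, cut at about 9.5% in these data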;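 also: 0% = DMSO only and 100% = 100 µM cantharidin control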
Target sequence (P53041 whole entry, looked up): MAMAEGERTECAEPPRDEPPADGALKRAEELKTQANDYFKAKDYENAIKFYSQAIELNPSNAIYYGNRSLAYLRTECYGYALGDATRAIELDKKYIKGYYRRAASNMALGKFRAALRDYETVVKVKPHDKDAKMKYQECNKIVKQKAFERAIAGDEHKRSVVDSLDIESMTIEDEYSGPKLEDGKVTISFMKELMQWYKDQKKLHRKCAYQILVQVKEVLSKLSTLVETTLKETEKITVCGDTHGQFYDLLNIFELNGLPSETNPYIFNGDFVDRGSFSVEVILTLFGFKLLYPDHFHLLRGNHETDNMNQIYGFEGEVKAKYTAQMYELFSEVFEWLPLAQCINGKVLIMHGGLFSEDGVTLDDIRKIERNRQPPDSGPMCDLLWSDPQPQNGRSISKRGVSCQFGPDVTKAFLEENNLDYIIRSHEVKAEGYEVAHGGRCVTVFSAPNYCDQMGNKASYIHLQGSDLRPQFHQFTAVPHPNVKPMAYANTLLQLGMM
LYPLA2 inh: blocks human lysophospholipase 2, a PME1 counter-screen. actives 0.38% (n = 320,000). inhibition, % at 5.9 µM. O95372. recombinant LYPLA2, FP-Rh probe fluorescence polarization;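 active = inhibition above the screen-wide mean plus 3 SD, limit set per campaign, cut at about 26% in these data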;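 also: 0% = LYPLA2 with DMSO and 100% = wells lacking LYPLA2 enzyme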
TPT1 inhibitor: inhibitors of Candida albicans tRNA 2'-phosphotransferase TPT1. recombinant caTPT1, FP RNA substrate dephosphorylation. inhibition, % at 5 µM. actives 0.81% (n = 300,000). AID 1962;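 active = inhibition above the mean of all tested compounds plus 3 SD, set per screening campaign, cut at about 24% in these data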;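 also: plate controls were DMSO alone for no effect and ferristatin control at 100 nM for full effect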
Efflux pump mplx: inhibitors of Candida antifungal efflux pumps expressed in yeast. S. cerevisiae Candida pump triplex, Nile Red efflux. inhibition, % at 10 µM. actives 0.44% (n = 330,000);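 active = plate passing quality check with inhibition over a set limit, or well fluorescence over plate mean plus 4 SD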;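 also: Nile Red retained in pooled yeast measured as flow cytometry median fluorescence; 0% = buffer negative control and 100% = Enniatin B positive control; higher means more Nile Red kept so more efflux inhibition; some compounds called inactive have numbers as strong as hits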
Active calls of the source: *; i = inactive; ? = inconclusive; · = not tested or not shown.

SMILES	PREPL inh	GASC-1 inh	CTSL1 counter	PP1 inh	core dimer inh	PP5 inh	LYPLA2 inh	TPT1 inhibitor	Efflux pump mplx
Cc1ccc(-n2nnnc2SCc2nc3sc(C)c(C)c3c(=O)[nH]2)cc1	4.9	-5.5	-0.9	3.5	2.8	1.2	3.3	20.4	0.0
Cc1ccc(C2N=C(N)Nc3nc(=O)c4ccccc4n32)cc1 (configuration not stated)	9.5	3.4	2.5	0.1	-0.6	0.3	-5.3	1.0	0.1
CCCN1CCCc2ccccc21	6.8	-6.0	-3.1	1.8	-5.6	2.6	1.6	-2.5	0.1
CCOC(=O)C(O)(CC(=O)c1ccc(OC)cc1)C(F)(F)F (configuration not stated)	20.2	0.2	-3.1	-4.0	-4.4	3.5	-0.2	8.1	0.4
CCC(CC)c1nc(C#N)c(NC(C)c2ccccc2)o1 (configuration not stated)	-7.5	-2.7	-0.1	5.0	-0.3	1.6	-3.1	2.5	-0.1
CC(C(=O)N1CCCCCC1)N(c1ccc(Cl)cc1)S(C)(=O)=O (configuration not stated)	-3.8	1.6	-1.0	-1.0	-0.3	-2.2	0.5	-2.1	0.0
Clc1ccc(C(c2nnnn2C2CCCC2)N2CCN(Cc3ccncc3)CC2)cc1 (configuration not stated)	11.2	14.4	7.4	-1.1	6.7	0.9	-4.2	1.5	0.3
Cc1ccc(C)c(NS(=O)(=O)c2c(C)nc3sccn3c2=O)c1	-6.5	42.8	-2.5	1.2	-0.1	1.5	-5.1	-2.2	-0.3
O=C(CC1C(=O)N(c2ccccc2)C(=O)N1C1CCCCC1)Nc1ccccc1 (configuration not stated)	-3.5	2.6	-2.6	-1.1	-1.7	2.5	1.1	1.5	0.1
COc1cc(NS(=O)(=O)c2ccc(N/C=C\C(=O)c3ccc(F)cc3)cc2)nc(OC)n1	3.6	4.1	3.4	-2.6	17.2	4.0	-0.4	0.9	-0.6
COC(=O)/C=C/c1ccc2c(c1)S(=O)(=O)N(Cc1ccc(OC)cc1)[C@H]2CC(=O)OC	1.5	-2.0	-1.4	0.9	-7.7	2.6	7.3	-4.5	-0.3
CC(C)C(NC(=O)c1ccco1)C(=O)OCC(=O)Nc1ccc(C(N)=O)cc1 (configuration not stated)	4.5	8.0	-11.0	2.4	-0.1	1.5	-1.4	-0.5	0.2
C[C@@H](C(=O)NCCCCCC(=O)O)n1nnc2ccccc2c1=O	-2.1	-1.7	2.1	-0.1	-5.7	1.3	1.4	-1.6	0.1
COc1ccc(-c2nc(Cn3c(SCc4ccc(F)cc4)nc4ccncc43)c(C)o2)cc1OC	-23.3	1.0	2.8	1.9	-3.5	2.7	-10.0	-1.5	0.1
COCCCNc1nc(-c2ccncc2)nc2ccccc12	5.5	9.9	0.6	-3.0	-0.3	1.8	2.9	-5.2	-0.1
CC1(C)C[C@H]2C3=CCC4[C@@]5(C)CC[C@H](O)[C@](C)(CO)C5CC[C@@]4(C)[C@]3(C)C[C@H]3O[C@@H]1[C@H](O)[C@]32CO (some centres not stated)	0.6	1.3	·	-2.6	·	1.0	4.5	·	-0.1
COc1cc(-c2nc3ccc(C)cn3c2NCc2ccccc2)ccc1SC1CCCCC1	5.5	i	3.9	14.7	15.3	5.0	-2.8	-3.0	0.0
Cc1cc(-c2nn(-c3ccccc3F)cc2CN2CCC(C(N)=O)CC2)c(C)s1	-7.3	3.4	-2.3	-3.0	-1.0	-0.3	-0.8	-0.1	0.0
O=C(CCN1C(=O)COc2ccccc21)N1CCN(c2ccccc2)CC1	3.4	-12.1	-4.0	-3.1	-0.7	0.0	2.3	-0.1	0.3
CCOC(=O)c1sc(C(=O)OCC)c(OCCO)c1OCCO	7.4	5.9	-2.2	-4.0	-0.4	2.6	2.1	-0.1	0.1
CC(C)C(NC(=O)c1ccc(C(C)(C)C)cc1)C(=O)NCCc1ccccn1 (configuration not stated)	9.7	-9.6	0.9	-2.8	0.4	1.2	0.1	-0.9	0.0
CC(C)=C1Cc2ccccc2C1=O	-1.4	1.1	-2.0	-4.1	-1.1	0.3	-0.6	1.1	-0.1
CCC(C)Nc1nc(N)c([N+](=O)[O-])c(NCCO)n1 (configuration not stated)	-1.7	-62.2	-5.4	-2.2	1.7	0.1	4.0	-0.2	0.0
COCCCn1c(SCC(=O)OC2CCCCC2)nnc1-c1ccco1	2.4	?	-1.9	2.6	-1.1	-2.1	1.4	-3.8	-0.1
Cc1ccccc1-n1c(=O)n(Cc2ccc(C(=O)O)cc2)c(=O)c2[nH]cnc21	-2.6	-29.3	-7.5	2.1	3.0	2.3	-6.7	-0.6	-0.2
O=C(NC1CCCCC1)C1CCCN(c2nnnn2-c2ccccc2)C1 (configuration not stated)	7.1	?	-1.5	-4.2	-2.1	0.6	4.3	0.1	0.1
Cc1c(Br)ccc(NC(=O)CCN2C(=O)C3C4CCC(C4)C3C2=O)c1C (configuration not stated)	24.7	-31.7	-4.2	-1.9	0.3	2.2	9.5	-3.6	0.0
O=C(Nc1cccc(-c2nc3ccccc3o2)c1)c1cccnc1	-15.8	-3.0	1.1	-1.3	-0.9	1.9	-2.8	-1.6	-0.1
O=C(NNc1c(Cl)cc(Cl)cc1Cl)C1CCC1	-3.1	-6.9	-3.8	-0.7	-9.6	2.2	3.5	0.6	0.0
CCn1cc(C(=O)N[C@@H](CCSC)C(=O)NCCCO)c(=O)c2cc3c(cc21)OCO3	-6.7	-28.2	-0.7	2.3	0.9	1.6	6.8	-0.6	0.3
CN(CC(=O)Nc1ccc2c(c1)OCCO2)Cc1nc2ccccc2c(=O)[nH]1	3.0	3.5	·	-1.9	·	-2.5	-3.8	·	-0.1
Cc1cc(O)c(C(C[N+](=O)[O-])c2ccc(Cl)cc2)c(=O)o1 (configuration not stated)	5.5	-4.0	-0.5	-2.7	0.0	-2.9	-6.6	-1.9	-0.7
COc1cc(C2Nc3ccccc3C(=O)N2c2ccccc2OC)ccc1O (configuration not stated)	2.3	-5.9	-2.4	-4.1	0.6	-0.7	-7.9	1.4	0.0
O=C(NCCN1CCN(c2ccccc2)CC1)Nc1cccc(Br)c1	9.3	-0.7	-5.7	2.3	-5.0	-1.3	2.7	-2.1	-0.2
CCOc1cc(C2C(C(=O)N3CCOCC3)=C(C)NC3=C2C(=O)CCC3)ccc1O (configuration not stated)	4.0	10.0	3.2	0.7	3.6	0.5	1.7	0.1	0.2
OCCSc1c(F)c(SCCO)c(SCCO)c(F)c1SCCO	10.8	3.1	2.5	-8.4	-2.6	-1.3	-3.5	-1.0	-0.1
CCOC(=O)c1c(N/N=C/c2ccncc2)n[nH]c1C	6.4	3.9	5.5	-3.0	9.2	-3.0	5.9	-0.6	0.0
O=c1[nH]c2cccnc2n1Cc1ccccc1	6.8	-5.9	3.9	-1.6	-1.2	-0.1	3.7	-0.8	-0.2
O=C(CCC1CCCCC1)Nc1ncn[nH]1	-1.4	-9.1	-4.1	2.7	-1.3	1.1	2.2	-3.7	0.1
CC(=O)Nc1ccc(C(=O)Nc2ccc(S(=O)(=O)N3CCCCC3)cc2)cc1	-9.8	-1.1	-2.2	-2.6	10.1	2.1	-14.5	-1.2	0.1
O=C(Cc1ccccc1)Nc1ccc(C(=O)Nc2ccccc2C(=O)O)cc1	4.1	6.6	2.0	-0.7	-0.4	0.4	-7.1	-3.5	-0.2
COC(=O)c1ccc(CN2C(=O)NC3(CCC(C)CC3)C2=O)cc1 (configuration not stated)	2.6	0.5	0.1	-4.0	-1.4	-0.1	-4.0	2.4	0.0
Cc1cccc(N(C(=O)CNC(=O)c2cccs2)C(C(=O)NC2CCCC2)c2ccncc2)c1 (configuration not stated)	0.7	0.9	-1.1	2.4	5.7	2.6	0.0	0.3	-0.2
CCOC(=O)Cc1c(C)nc2c(-c3ccccc3)c(C)nn2c1C	3.9	159.0	-0.8	-2.9	0.3	1.6	-0.1	0.8	0.0
COc1ccc(CCNC(=O)C2CCCCC2C(=O)O)cc1OC (configuration not stated)	2.2	9.1	4.8	-4.7	-1.0	-1.5	2.3	-3.0	0.1
COc1ccc(N(C)C(=O)C2CCCN2S(=O)(=O)c2cccc3nsnc23)c(OC)c1 (configuration not stated)	10.5	-18.5	-0.4	-2.5	-5.4	2.1	-3.4	-1.6	0.0
O=C(CSc1nnc(NC(=O)c2c(F)cccc2F)s1)NCc1ccc(F)cc1	3.7	-5.7	-3.7	-2.6	-1.9	3.0	1.2	-3.4	-0.1
COc1ccc(C)cc1NS(=O)(=O)c1ccc(NC(=O)CN(c2cc([N+](=O)[O-])ccc2C)S(C)(=O)=O)cc1	-2.0	-1.1	2.7	-1.2	2.8	9.2	-58.4	-6.2	-0.4
CCN(CC)CCNC(=O)c1ccc(NC(=O)C2CC(=O)N(CCc3ccc(OC)c(OC)c3)C2)cc1 (configuration not stated)	2.9	-2.9	·	1.9	·	0.0	-3.2	·	-0.1
COc1cccc(C(=O)Nc2c(C)n[nH]c2C)c1	2.1	3.0	-2.2	-5.2	-0.3	1.5	-3.8	1.8	0.0
Next section.
SMILES	PREPL inh	GASC-1 inh	CTSL1 counter	PP1 inh	core dimer inh	PP5 inh	LYPLA2 inh	TPT1 inhibitor	Efflux pump mplx
CCOC(=O)c1sc(NC(=O)c2ccc3nc[nH]c3c2)nc1C	-1.6	6.3	2.2	2.1	9.1	1.0	-11.5	-1.4	-0.2
Cc1cc(C)c(NC(=O)C2CC(=O)N(Cc3ccccc3)C2)c(C)c1 (configuration not stated)	-1.4	-12.6	1.6	3.2	-0.9	0.0	-5.0	-3.1	0.0
CCOC(=O)c1cc(-c2ccccc2)sc1NC(=O)CC(C)C	-4.8	1.7	1.1	1.0	-1.6	1.4	3.4	-2.6	0.1
Cc1cccc(C)c1C(=NCCN(C)C)c1ccccc1	-2.7	9.9	2.4	-2.2	-1.9	0.5	-5.4	-3.3	0.1
COc1cccc(CN2CCN(C(=O)c3ccc(-c4ccccc4)cc3)CC2)c1OC	4.2	-7.9	3.9	3.2	2.0	1.8	5.4	-5.7	0.3
CCOC(=O)C(C)(C)N(Cc1cccc(C)c1)S(=O)(=O)c1ccc(Cl)c([N+](=O)[O-])c1	3.7	2.9	1.8	-1.6	21.3	4.3	0.9	-3.0	-0.1
Cc1c(S(=O)(=O)N2CCN(C(=O)c3ccco3)CC2)c(=O)n(C)c(=O)n1C	-7.4	-11.4	-3.8	1.7	0.1	-0.9	-1.7	-2.8	0.0
COc1cccc(C(=O)C2CCCN(Cc3cn[nH]c3C3CCCCC3)C2)c1 (configuration not stated)	-12.9	-5.9	0.2	-1.9	-3.3	2.2	-0.4	-0.6	0.1

A portion of the library. The share of hits here may be higher or lower than overall.
